ELG1 genotoxic – inducers of genotoxicity in HEK293T ELG1-luciferase cells; HEK293T ELG1-luciferase reporter, luminescence, 16 h; Potency, µM (series often up to 46 µM), for the others: at the highest dose activity change, positive = activation, actives largely listed as activators; actives 1.3% (n = 330,000); AID 504466; also: % of control where 0% means no effect; nearly all actives have a fitted effect of over 60% in size
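16 hr compound incubation (37 °C, 5% CO2) of HEK293T cells carrying luciferase-tagged ELG1; luciferase then measured by ONE-Glo luminescence after 30 min at RT.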
BRCA1 expr up – BRCA1 expression activation | MCF7-BRCA1-FFLuc reporter, luminescence, 48 h; response scale: scaled: vehicle 0%, 10 µM genistein 100% | Potency, µM (doses to about 46.1 µM), inactives show top-dose activation, hits mostly activators | actives 1.1% (n = 380,000); also: nearly all actives have a fitted effect of over 80% in size; some results filed as inactive show a strong effect at the top dose
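MCF7-BRCA1-FFLuc, 2000 cells/well; 2 h attach, 37 °C/5% CO2; compound 48 h; luciferase substrate 15 min; luminescence end-point. Norm. to genistein 10 microM max activation and DMSO; concentration-response curves fitted.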
uPA surface inh – inhibitors of cell surface uPA generation; cell surface uPA generation assay, qHTS; actives 0.31% (n = 330,000); Potency, µM (series often up to 38.3 µM), for the others: at the highest dose activity change, negative = inhibition, usual class: inhibitors; active = well fitted inhibition curve with a large enough effect; inconclusive = small, poorly fitted or top-dose-only effect; inactive = no such curve, though single readings can be large or run the other way; tested in mouse RAW 264.7 cells; also: % is scaled to controls: 0 for no effect and ±100 for the full control effect; nearly all actives have a fitted effect of over 55% in size
MBNL1 CUG block – MBNL1-poly(CUG) RNA binding inhibition; Q9NR56; actives 0.036% (n = 280,000); Potency, µM (top dose mostly 57.5 µM), for inactives: at the top dose activity change, negative = inhibition, most hits filed as inhibitors; TR-FRET MBNL1-His/biotin-(CUG)12 binding, 665/545 ratio; active = well fitted inhibition curve with a large enough effect in the signal ratio, with a control signal flat, not every such curve was filed as active; inconclusive = small, poorly fitted or top-dose-only effect, or effect the other way, or a change in a side signal; inactive = no such curve, though single readings can be large or run the other way; the % refers to the signal ratio; also: % is scaled to controls: 0 for no effect and ±100 for the full control effect
Target sequence (Q9NR56 whole entry, looked up): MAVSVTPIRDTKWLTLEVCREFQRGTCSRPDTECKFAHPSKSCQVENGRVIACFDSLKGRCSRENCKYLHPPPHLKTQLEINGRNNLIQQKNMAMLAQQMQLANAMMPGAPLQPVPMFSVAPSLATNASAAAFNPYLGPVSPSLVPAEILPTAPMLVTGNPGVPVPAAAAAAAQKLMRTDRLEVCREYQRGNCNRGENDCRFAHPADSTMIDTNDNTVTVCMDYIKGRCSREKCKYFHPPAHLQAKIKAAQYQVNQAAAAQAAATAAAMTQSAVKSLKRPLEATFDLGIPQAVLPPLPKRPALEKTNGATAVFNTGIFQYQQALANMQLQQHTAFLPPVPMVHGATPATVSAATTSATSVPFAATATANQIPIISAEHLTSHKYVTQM
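Compounds (final 92 nM to 58 uM) are added to His-tagged MBNL1 and biotin-(CUG)12, then terbium anti-His antibody and streptavidin-XL665 (5 nM final). After 60 min at room temperature, the 665/545 nm ratio is read.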
NPC1 promoter act – activates the NPC1 promoter. AID 485313. Huh7 NPC1 promoter luciferase reporter, 24 h. actives 2.4% (n = 320,000). Potency, µM (series often up to 9.22 µM), for the others: at the highest dose activation, actives largely listed as activators;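 also: % of control where 0% means no effect; nearly all actives have a fitted effect of over 60% in size; reporter is driven by a mutant NPC1 promoter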
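Cells: Huh7 expressing luciferase under the NPC1 promoter, 1500/well. Seeded 2 h, compound added, incubated 24 h at 37 °C. Luciferase reagent, 10 min ambient, then luminescence.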
RORg inh – blocks mouse ROR gamma transcriptional activity; P51450; Potency, µM (highest dose often 53.6 µM), without a hit: at the highest dose activity change, negative = inhibition, usual class: inhibitors; Drosophila S2 Gal4-RORgamma UAS-luciferase reporter, 20 h; actives 5.4% (n = 310,000); AID 2551; also: % is scaled to controls: 0 for no effect and ±100 for the full control effect; nearly all actives have a fitted effect of over 60% in size
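In this cell-based reporter format, copper sulfate (700 uM final) drives Gal4–ROR gamma fusion expression from a metallothionein promoter in Drosophila Schneider cells; compounds preincubated 1 hr, reporter read after 20 hr at ambient temperature.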
Gal4-VP16 FLuc – counter-screen for ROR gamma inhibitors: Gal4-VP16 reporter. Drosophila S2 Gal4-VP16 UAS-luciferase, luminescence, 20 h. Potency, µM (highest dose often 53.6 µM), for the others: top-dose activity, negative = inhibition, hits mostly inhibitors. actives 3.5% (n = 310,000). AID 2546;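 also: Gal4-VP16 expression switched on by copper sulfate through the metallothionein promoter; % is scaled to controls: 0 for no effect and ±100 for the full control effect; nearly all actives have a fitted effect of over 50% in size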
FLuc counter – firefly luciferase modulation, counter-screen for miR-21 project; Potency, µM (highest dose often 57.5 µM), inactives show at the highest dose activity change, negative = inhibition, actives largely listed as inhibitors; purified FLuc, Km substrates, luminescence inhibition; actives 6.9% (n = 360,000);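 also: plate controls were vehicle for no effect and reference inhibitor for full effect; nearly all actives have a fitted effect of over 55% in size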
Target sequence (P08659 whole entry, looked up): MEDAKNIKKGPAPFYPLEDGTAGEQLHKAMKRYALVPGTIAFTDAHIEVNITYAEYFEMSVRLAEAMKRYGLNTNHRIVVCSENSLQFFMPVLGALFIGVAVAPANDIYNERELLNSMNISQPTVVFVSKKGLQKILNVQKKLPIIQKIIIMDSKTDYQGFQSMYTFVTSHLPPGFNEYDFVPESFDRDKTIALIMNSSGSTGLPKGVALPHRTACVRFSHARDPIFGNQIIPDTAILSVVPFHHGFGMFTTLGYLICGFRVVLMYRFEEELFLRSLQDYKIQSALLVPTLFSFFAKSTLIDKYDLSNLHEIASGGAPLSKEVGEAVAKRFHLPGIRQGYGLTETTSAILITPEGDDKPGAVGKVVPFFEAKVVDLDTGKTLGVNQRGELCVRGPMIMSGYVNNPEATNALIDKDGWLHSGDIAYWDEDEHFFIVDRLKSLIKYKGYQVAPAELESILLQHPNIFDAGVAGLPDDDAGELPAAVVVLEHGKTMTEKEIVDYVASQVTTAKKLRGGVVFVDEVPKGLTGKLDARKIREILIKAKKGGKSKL
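Purified P. pyralis luciferase, 10 nM final, with Km-level 10 uM D-luciferin and 10 uM ATP in 50 mM Tris acetate pH 7.5, 10 mM Mg acetate, 0.01% Tween-20, 0.05% BSA; 6-point qHTS titration about 60 µM downward; luminescence read.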
Rab9 promoter act – Rab9 promoter activation; actives 2.8% (n = 320,000); Huh7 Rab9 promoter-luciferase reporter, luminescence, 24 h; Potency, µM (top dose mostly 9.22 µM), for inactives: at the highest dose activation, negative = inhibition, most hits filed as activators; also: % of control where 0% means no effect; nearly all actives have a fitted effect of over 60% in size
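Luminescence from Amplite-detected luciferase (10 minutes, ambient) reports Rab9 promoter activation. Before that, stable Rab9-luciferase Huh7 cells (1500/well, reduced-serum OP-MEM I plus 10% FBS) were exposed to compound for 24 hours at 37C.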
p53 reactivator – mutant p53 re-activation in reporter cells; actives 0.063% (n = 320,000); Potency, µM (series often up to 92.2 µM), for inactives: top-dose activity change, positive = activation, hits mostly activators; H1299 p53-A138V BP100-luciferase reporter, luminescence, 24 h; AID 504706; also: % of control where 0% means no effect; nearly all actives have a fitted effect of over 45% in size
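H1299 (p53-null), stable ts p53-A138V + BP100-Luc; 1000 cells/well, Opti-MEM/10% FBS; cpd 4 pt, 1:5; 24 h, 37 deg C, 5% CO2; detection reagent 10 min RT; luminescence.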
Starred values were filed as active, the others as inactive; u = inconclusive; x = no result given; & = joins results of further samples; [ ] = remark or other dose. Unless noted, calls follow the shape of the dose curve; as a rule, active = well fitted curve in the direction sought with a large enough effect; inconclusive = small, poorly fitted or top-dose-only effect, or another doubt; inactive = no such curve, though single readings can be large; an effect the other way counts as inactive or inconclusive. Potency is read from the fitted curve at half-maximal effect. The order is random, and some 13% of all compounds hit somewhere here.

SMILES	ELG1 genotoxic	BRCA1 expr up	uPA surface inh	MBNL1 CUG block	NPC1 promoter act	RORg inh	Gal4-VP16 FLuc	FLuc counter	Rab9 promoter act	p53 reactivator
CCCCN(C(=O)c1c(C)noc1C)c1c(N)n(CCCC)c(=O)[nH]c1=O	1%	-1%	1%	x	1%	x	x	1%	-5%	3%
O=C(c1ccc(N2CCOCC2)nc1)N1CCCCC1	4%	46%	11%	3%	3%	-3%	1%	2%	-1%	-2%
O=C(NC1CCSc2ccccc21)c1ccc([N+](=O)[O-])cc1 (stereo unspecified)	-5%	-2%	-2%	u	13%	11%	-1%	-14%	2%	5%
O=C(Cc1c[nH]c2ccccc12)N1CCN(c2ccccc2)CC1	-12%	0%	-23%	x	-25%	40%	6%	-7%	3%	-3%
O=C(NCCCN1CCCC1=O)C1CCN(S(=O)(=O)c2ccccc2)CC1	1%	-20%	5%	x	-5%	x	x	-1%	-6%	15%
CCC(=O)N1CCc2cc(S(=O)(=O)NCCC(=O)NCc3ccc(F)cc3)ccc21	-6%	-18%	-3%	-2%	-9%	19%	-9%	-2%	0%	-6%
CC(C)[C@H](NC(=O)c1ccccc1)C(=O)OCC(=O)c1ccccc1F	0%	4%	2%	-8%	-9%	41%	-10%	u	1%	1%
CCSc1nc2ccccc2n1CC(=O)N1CCCCC1	-2%	-7%	-3%	-3%	3%	7%	0%	13%	0%	-17%
COc1ccc2nc(COC(=O)c3cccc([N+](=O)[O-])c3)c(C(C)=O)[n+]([O-])c2c1	-3%	-55%	8%	35%[activator]	0%	1%	0%	-2%	1%	5%
Cc1occc1C(=O)N=Nc1c(O)n(C)c2ccccc12	u	55%	-11%	u	u	-3%	-7%	1.7µM*	u	u
Cc1nc2c(o1)CCc1ccccc1C2N1CCN(C)CC1 (stereo unspecified)	0%&0%	4%&-4%&14%	-4%&-11%&-2%	4%&-2%	-5%&1%	-12%&-3%	-5%&-7%	2%&-3%	-8%&-1%	-6%&-5%
COc1cc(NC(=O)NC2Cc3ccccc3C2)cc(OC)c1	8%	24%	1%	-2%	5%	u	9%	17µM*	15%	9%
C/C(=N\NC(=O)c1ccc(C)cc1)c1c(C)[nH]n(-c2ccccc2)c1=O	-8%	-72%	u	6%	-20%	1.3µM*	1.6µM*	-3%	-26%	-11%
ON1C(c2ccccc2C(F)(F)F)N(O)[C@H]2CCCC[C@H]21 (stereo partly specified)	-3%	5%	1%	-5%	-3%	-22%	-4%	0%	3%	u
O=C(COc1ccccc1)Nc1ccc2c(c1)Cc1cc(NC(=O)COc3ccccc3)ccc1-2	2%	-9%	0%	-3%	4%	-5%	3%	-4%	-3%	-19%
CC(C)CCN1CC(O)=C(c2nc3ccccc3[nH]2)C1=N	11%	61%	x	1%	15%	u	u	u	16%	11%
Nc1c(C(=O)NCCc2ccccc2)nnn1Cc1ccccc1	9%	u	7%	2%	23%	-1%	16%	-14%	22%	u
Cc1onc(-c2ccccc2Cl)c1C(=O)Nc1ccccc1C(N)=O	-6%	-11%	-3%	6%	0%	14%	-9%	0%	-2%	-2%
CC1Cc2ccccc2N1CC(=O)NC(=O)NC1CCCCC1 (stereo unspecified)	-6%	-23%	-46%	-6%	1%	19%	7%	3%	-4%	3%
COc1ccc(C(CC(=O)N2CCCC2)C(C)C)cc1 (stereo unspecified)	-6%	1%	-29%	2%	-5%	3%	13%	0%	-5%	5%
O=C(Nc1ccccc1C(=O)O)c1cncc(Br)c1	0%	-6%[1.84 µM]	1%	6%	12%	21%	-1%	u	12%	21%
N#CC1CN(C(c2ccccc2)c2ccccc2)C1	3%	1%	-1%	-7%	-3%	-2%	11%	-3%	-1%	-2%
O=C(c1cccc(-c2nnc(-c3ccccc3)o2)c1)N1CCCCC1	u	u	-9%	1%	u	20%	0%	17µM*	u	u
CC(C)[C@@H]1COC(c2cccc(C3=N[C@H](C(C)C)CO3)n2)=N1	-2%	0%	1%	-3%	0%	-2%	1%	3%	2%	7%
CCCNC(=O)CN1CCC(c2nc3ccccc3[nH]2)CC1	0%	-2%	u	0%	-4%	-19%	1%	1%	-7%	-3%

As entered above:
BRCA1 expr up, CCC(=O)N1CCc2cc(S(=O)(=O)NCCC(=O)NCc3ccc(F)cc3)ccc21 reads -18%
Rab9 promoter act, CC(C)[C@@H]1COC(c2cccc(C3=N[C@H](C(C)C)CO3)n2)=N1 reads 2%

Reprinted at random: two compounds from above, in no set order.
SMILES	ELG1 genotoxic	BRCA1 expr up	uPA surface inh	MBNL1 CUG block	NPC1 promoter act	RORg inh	Gal4-VP16 FLuc	FLuc counter	Rab9 promoter act	p53 reactivator
CCCNC(=O)CN1CCC(c2nc3ccccc3[nH]2)CC1	0%	-2%	u	0%	-4%	-19%	1%	1%	-7%	-3%
CC(C)[C@H](NC(=O)c1ccccc1)C(=O)OCC(=O)c1ccccc1F	0%	4%	2%	-8%	-9%	41%	-10%	u	1%	1%

One compound at a time, from the list above:
CCCCN(C(=O)c1c(C)noc1C)c1c(N)n(CCCC)c(=O)[nH]c1=O across the screens: ELG1 genotoxic = 1%; BRCA1 expr up = -1%; uPA surface inh = 1%; MBNL1 CUG block = x; NPC1 promoter act = 1%; RORg inh = x; Gal4-VP16 FLuc = x; FLuc counter = 1%; Rab9 promoter act = -5%; p53 reactivator = 3%
N#CC1CN(C(c2ccccc2)c2ccccc2)C1 across the screens: ELG1 genotoxic = 3%; BRCA1 expr up = 1%; uPA surface inh = -1%; MBNL1 CUG block = -7%; NPC1 promoter act = -3%; RORg inh = -2%; Gal4-VP16 FLuc = 11%; FLuc counter = -3%; Rab9 promoter act = -1%; p53 reactivator = -2%
O=C(Nc1ccccc1C(=O)O)c1cncc(Br)c1 across the screens: ELG1 genotoxic = 0%; BRCA1 expr up = -6%[1.84 µM]; uPA surface inh = 1%; MBNL1 CUG block = 6%; NPC1 promoter act = 12%; RORg inh = 21%; Gal4-VP16 FLuc = -1%; FLuc counter = u; Rab9 promoter act = 12%; p53 reactivator = 21%

The list goes on:
SMILES	ELG1 genotoxic	BRCA1 expr up	uPA surface inh	MBNL1 CUG block	NPC1 promoter act	RORg inh	Gal4-VP16 FLuc	FLuc counter	Rab9 promoter act	p53 reactivator
O=c1cc(CSc2nnc(Nc3ccccc3F)s2)nc2sccn12	-7%	1%	2%	2%	9%	19%	-13%	-5%	u	5%
CCc1nc(C)c(C(=O)N2CCCC(C(=O)Nc3cccc(-c4cccc(C)c4)c3)C2)o1 (stereo unspecified)	-2%	25%	-2%	-8%	19%	u	u	u	21%	-30%
CCn1c(=O)cc(SCC(=O)N2CCN(C(=O)c3ccco3)CC2)c2ccccc21	u	-62%	x	-7%	-2%	-30%	13%	-2%	-2%	-13%
CCCN(C(=O)c1ccc(N(C)S(=O)(=O)c2ccc(C)cc2)cc1)C1CCS(=O)(=O)C1 (stereo unspecified)	0%	0%	-1%	x	-3%	x	x	-2%	0%	-4%
Cc1nn(C)c(C)c1NS(=O)(=O)c1ccccc1Cl	1%	4%	-1%	x	0%	x	x	0%	2%	u
CN1CCN(C(=S)NC(=O)c2ccccc2Br)CC1	0%	13%	-13%	1%	1%	7.1µM*	11µM*	3%	0%	-9%
C[C@H](CO)N1C[C@H](C)[C@@H](CN(C)Cc2ccncc2)Oc2c(NS(=O)(=O)c3ccccc3)cccc2C1=O	-1%	0%	-7%	x	x	x	x	x	x	-3%
COc1cccc(NC(=O)CN(C)C(=O)c2csc3c2CCCC3)c1	-3%	-6%	55%[activator]	x	1%	x	x	10%	10%	7%
CCOc1ccc(NC(=O)CN(C)C(=O)c2ccccc2-n2cnnn2)cc1OCC	2%	-4%	-1%	x	-3%	x	x	3%	4%	1%
O=S(=O)(Nc1ncccn1)c1ccc(F)cc1	-8%	-5%	0%	-8%	2%	-27%	8%	1%	1%	17%
CC(=O)c1ccc(NC(=O)CSc2nnc(NC(=O)C3CC3)s2)cc1	21%	1%	3%	1%	9%	-30%	3%	u	14%	6%
COc1ccc(F)cc1S(=O)(=O)N1CCCCC1	1%	5%	-1%	-10%	-6%	0%	3%	-3%	-5%	-8%
Cc1cc(C(=O)CSc2nc3ccc(Cl)cc3[nH]2)c(C)n1C	0%	-39%	x	-3%	-2%	-22%	-9%	-17%	1%	9%
Cc1cc(C)nc(-n2nc(C)cc2NC(=O)c2cc(=O)c3ccccc3o2)n1	-9%	x	x	7%	-3%	-34%	4%	0%	0%	5%
O=C(CN1CCC(O)(c2cccc(C(F)(F)F)c2)CC1)NCCc1ccccc1	-5%	-14%	3%	2%	-1%	0%	-2%	6%	-1%	x
Cc1ccc(C)c(NC(=O)CN(C)C(=O)CSCc2c(C)noc2C)c1	3%	-33%	1%	x	-1%	x	x	-2%	1%	-2%
CC1(C)CC2CC(C)(CN2C(=O)COC(=O)c2ccc(NC(=O)CC#N)cc2)C1 (stereo unspecified)	1%	-21%	8%	x	x	x	x	x	x	-3%
COC(=O)/C(=N/Nc1ccc(C)cc1)N1CCCc2ccccc21	3%	-45%	8%	2%	3%	14%	-5%	-4%	-16%	-1%
Cc1csc(NC(=O)CSc2nnc(NC(=O)NC(C)(C)C)s2)n1	26%	-15%	4%	x	3%	x	x	6µM*	4%	3%
Cc1ccc(NC(=O)c2c(C)nc3ccccn23)cc1C	-1%	53%	-8%	-6%	3.2µM*	21%	0%	8.5µM*	1.8µM*	16%
